Source: PubChem (National Center for Advancing Translational Sciences (NCATS))
GLP1R cytotox: qHTS of GLP-1 Receptor Inverse Agonists: Cytotox Screen; HEK293 cAMP-luciferase reporter cells, luminescence, 24 h; Potency, µM (doses to about 38.3 µM), without a hit: top-dose activity change, negative = inhibition, most hits filed as inhibitors; actives 0.13% (n = 410,000); AID 624418, 2012;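 further: loss of luciferase light is scored as toxicity; potency means the concentration at half of the fitted maximal effect; on the % scale 0 is the no-effect control and ±100 the full control effect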
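Luminescence readout: signal drop marks cytotoxicity. Plated cells grew 12 h at 37 °C, 5% CO2, received 23 nL compound for 24 h, then got luciferase reagent, read after 12 min at RT.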
DRD3 agonist: qHTS of D3 Dopamine Receptor Agonist: qHTS; D(3) dopamine receptor (Homo sapiens), P35462; D3R DiscoveRx beta-arrestin cells, luminescence, 90 min; max activation, %; actives 0.58% (n = 410,000); in the data active means max activation above about 30%; further: 0% is about no effect; mostly tested at two doses, the higher about 12 µM
Target sequence (P35462 whole entry, looked up): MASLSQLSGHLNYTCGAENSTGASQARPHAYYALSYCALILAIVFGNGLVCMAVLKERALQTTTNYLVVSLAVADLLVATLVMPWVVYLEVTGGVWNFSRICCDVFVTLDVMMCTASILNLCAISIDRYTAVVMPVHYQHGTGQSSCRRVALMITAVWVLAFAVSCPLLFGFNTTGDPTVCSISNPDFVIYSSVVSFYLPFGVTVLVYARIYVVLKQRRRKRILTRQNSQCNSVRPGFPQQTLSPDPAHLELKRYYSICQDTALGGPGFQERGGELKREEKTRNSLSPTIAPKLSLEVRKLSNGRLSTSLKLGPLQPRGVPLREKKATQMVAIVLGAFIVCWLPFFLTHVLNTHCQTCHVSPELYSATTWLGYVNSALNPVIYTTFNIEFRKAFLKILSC
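Agonist-mode cell screen: cells plated at 1500/well and incubated overnight at 37 °C, then exposed to library compounds for 90 min at 37 °C. Detection reagent was added for 30–60 min at room temperature, and luminescence was read.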
KB-V1 cytotox: qHTS assay for MDR1-selective chemotherapeutics: Primary screen using the drug-selected MDR subline cells KB-V1; KB-V1 MDR cells viability, CellTiter-Glo, 72 h; Potency, µM (top dose mostly 46.1 µM), for the others: at the top dose activity change, negative = cytotoxicity, hits mostly cytotoxic; actives 3.4% (n = 400,000); further: potency means the concentration at half of the fitted maximal effect; on the % scale 0 is the no-effect control and ±100 the full control effect; nearly all actives have a fitted effect of over 60% in size
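Following 72 h at 37 degrees C with compound, KB-V1 cell viability was read by CellTiter-Glo luminescence, medium being phenol-red-free DMEM plus 10% FBS; concentration-response parameters came from normalized, curve-fitted qHTS data.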
GLP-1R inv ag: qHTS of GLP-1 Receptor Inverse Agonists (Inhibition Mode); AID 624417, 2012; Potency, µM (titrated, usually from 38.3 µM), inactives show top-dose activity change, negative = inhibition, most hits filed as inhibitors; HEK293 GLP-1R CRE-luciferase, luminescence, 24 h; GLP-1R form is constitutively active; actives 1.6% (n = 410,000); further: potency means the concentration at half of the fitted maximal effect; on the % scale 0 is the no-effect control and ±100 the full control effect; nearly all actives have a fitted effect of over 55% in size
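Cells are plated, allowed 12 hours at 37 deg C, then treated with compounds for 24 hr before luciferase detection reagent is added and luminescence is read after 12 min at room temperature. The HEK293 line carries constitutively active GLP-1R with a cAMP-responsive reporter.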
GLP-1R agonist: qHTS of GLP-1 Receptor Agonists; Glucagon-like peptide 1 receptor (Homo sapiens), P43220; HEK293 GLP-1R CRE-luciferase, luminescence, 4-6 h; cells express a hypersensitive GLP-1R form; Potency, µM (series often up to 45.6 µM), for inactives: at the top dose activation, most hits filed as activators; actives 0.007% (n = 380,000); further: potency means the concentration at half of the fitted maximal effect; % of control where 0% means no effect
D3 antag: qHTS of D3 Dopamine Receptor Antagonist: qHTS. AID 652054, 2013. D3R cells, DiscoveRx beta-arrestin luminescence, antagonist mode; active compounds read low. actives 2.5% (n = 360,000). max response, negative = inhibition, %; in the data active means max response below about -50%; inconclusive means no clear call, values can overlap the other calls; further: on the % scale 0 is the no-effect control and ±100 the full control effect; mostly tested at two doses, the higher about 12 µM
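Cells expressing the human receptor were seeded at 1500 cells/well, incubated overnight at 37 degrees C in 5% CO2, then exposed to library compounds with dopamine controls for 90 minutes at 37 degrees C before luminescent detection.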
aSyn rescue: qHTS of alpha-syn Inhibitors; Yeast expressing alpha-synuclein, growth rescue, BacTiter-Glo, 24 h; Potency, µM (doses to about 46.1 µM), for inactives: at the top dose growth rescue (activation), hits mostly activators; actives 0.14% (n = 370,000); AID 652106, 2013; further: potency means the concentration at half of the fitted maximal effect; % of control where 0% means no effect; nearly all actives have a fitted effect of over 65% in size
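Screening used galactose-induced yeast with toxic alpha-synuclein levels, exposed to compound for 24 hr at 30 deg C. Cell growth, read with BacTiter-Glo luminescence, gave the measured signal.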
TDP-43 yeast inh: qHTS of TDP-43 Inhibitors | TDP-43 expressing yeast growth rescue, BacTiter-Glo, 24 h | Potency, µM (titrated, usually from 46.1 µM), for the others: at the highest dose growth rescue (activation), actives largely listed as activators | actives 1.8% (n = 410,000) | AID 652104, 2013; further: potency means the concentration at half of the fitted maximal effect; % of control where 0% means no effect; nearly all actives have a fitted effect of over 50% in size
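Galactose-induced TDP-43 yeast, OD600=0.02, compound pinned; 24 hr, 30 deg C; BacTiter-Glo luminescence for growth. Inhibitors of TDP-43 toxicity read as activators.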
PTHR1 agonist: qHTS for PTHR1 Agonists: Primary Screen; HEK293 GP2 PTHR1 cells, GloSensor cAMP luminescence, 1 h; Potency, µM (titrated, usually from 115 µM), inactives show at the highest dose activation, hits mostly activators; Parathyroid hormone/parathyroid hormone-related peptide receptor (Homo sapiens), Q03431; AID 743266, 2014; actives 0.075% (n = 410,000); further: potency means the concentration at half of the fitted maximal effect; nearly all actives have a fitted effect of over 55% in size; some results filed as inactive show a strong effect at the top dose; inactives centre near -15; many of its hits are not listed in these tables
Target sequence (Q03431 whole entry, looked up): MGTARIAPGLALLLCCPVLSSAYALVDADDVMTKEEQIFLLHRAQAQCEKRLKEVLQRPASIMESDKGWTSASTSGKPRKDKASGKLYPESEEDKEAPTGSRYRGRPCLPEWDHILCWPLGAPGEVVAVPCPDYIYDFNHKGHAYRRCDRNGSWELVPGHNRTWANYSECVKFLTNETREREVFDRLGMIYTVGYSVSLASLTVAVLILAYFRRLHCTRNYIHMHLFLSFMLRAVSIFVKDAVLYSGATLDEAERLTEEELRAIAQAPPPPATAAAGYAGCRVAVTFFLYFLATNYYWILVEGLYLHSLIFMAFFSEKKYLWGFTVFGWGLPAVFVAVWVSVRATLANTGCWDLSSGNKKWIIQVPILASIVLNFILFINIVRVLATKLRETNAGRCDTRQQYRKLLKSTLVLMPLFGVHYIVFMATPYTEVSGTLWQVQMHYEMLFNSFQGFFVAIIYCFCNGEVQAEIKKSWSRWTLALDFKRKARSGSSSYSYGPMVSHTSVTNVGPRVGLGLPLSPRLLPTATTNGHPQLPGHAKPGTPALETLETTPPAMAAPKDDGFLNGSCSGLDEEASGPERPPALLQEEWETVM
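HEK-293-derived GP2 cells expressing PTHR1 and a GloSensor cAMP reporter, 3,000/well, plated overnight, given luciferin plus IBMX (each 0.5 mM as added) for 1 h at 37 °C, then compound for 1 h at 37 °C. Luminescence was read after 15 min at room temperature.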
* hit, by the source's call; i = inactive; ? = inconclusive; · = not tested or not shown; [ ] = another dose, or the depositor's remark. Unless noted, the call rests on the fitted dose curve; in most records, active means well fitted curve in the direction sought with a large enough effect; inconclusive means small, poorly fitted or top-dose-only effect, or another doubt; inactive means no such curve, though single readings can be large; an effect the other way counts as inactive or inconclusive. A portion of the library; the hit share may differ from the screen's.

No.	SMILES	GLP1R cytotox	DRD3 agonist	KB-V1 cytotox	GLP-1R inv ag	GLP-1R agonist	D3 antag	aSyn rescue	TDP-43 yeast inh	PTHR1 agonist
1	CC1(C)C(C=C(Cl)Cl)C1C(=O)NC(O)C(=O)c1ccccc1 (stereo not drawn)	-2%	10	2%	?	-2%	15	8%	-9%	-30%[inhibitor]
2	CC(=O)c1cc(CC=C(C)C)c(O)cc1O	22%	0	-28%	-30%	0%	-5	7%	12%	-17%
3	COc1cccc(-n2c(SCC(=O)NC(C)(C)C)nnc2-c2ccoc2C)c1	0%	6	-7%	?	27%	-8	3%	2%	-3%
4	CC(=O)NN1C(=O)/C(=C\c2ccc(O)cc2)SC1=S	-3%	-1	24%	2%	7%	0	-17%	-36%[inhibitor]	i
5	CC(=O)c1ccc(OC2(C)CCN(Cc3ccc4ccccc4c3)C2)cc1 (stereo not drawn)	8%	-26	-15%	-13%	4%	-30	-3%	-26%	15%
6	O=C(Cn1c(=O)oc2cc(S(=O)(=O)N3CCCCC3)ccc21)N1CCc2ccccc2C1	-24%	3	6%	-19%	7%	-3	0%	24%	-12%
7	CCOC(=O)CSc1nnc2n(-c3ccccc3)c(=O)c3c4c(sc3n12)COC(C(C)C)C4 (stereo not drawn)	-2%	-2	13%	-12%	·	·	·	?	i
8	O=C(Nc1cccc(Br)c1)c1cc(S(=O)(=O)N2CCOCC2)cs1	13%	-10	?	-13%	1%	-6	0%	18%	-41%[inhibitor]
9	CCOC(=O)c1nnc(-c2ccccc2)nc1Sc1c(Cl)cccc1Cl	?	-15	-2%	?	-49%[inhibitor]	?	16%	-5%	-32%[inhibitor]
10	COCCNCc1cc(C)n(-c2cc(S(=O)(=O)N3CCOCC3)ccc2N2CCCC2)c1C	-13%	-10	-17%	-4%	1%	-27	0%	-3%	i
11	CCN1CCN(S(=O)(=O)c2ccc(C(C)(C)C)cc2)CC1	-2%	3	-1%	-23%	0%	0	-8%	1%	-16%
12	CC(NC(=O)c1ccc(-c2ccccc2)cc1)C(c1ccccc1)N1CCOCC1 (stereo not drawn)	-16%	5	-16%	2µM*	7%	3	8%	17%	-9%
13	CN(C)CCNc1ccc(CO)c2oc3ccc(O)cc3c(=O)c12	?	-10	-18%	10µM*	-30%[inhibitor]	0	-9%	17%	-19%
14	Cc1nc(N2CCCCC2)sc1C(=O)c1ccc(SCCO)c([N+](=O)[O-])c1	?	1	15µM*	?	32%	-17	26%	35µM*	i
15	COc1ccc2nc(-c3ccco3)c(-c3ccco3)nc2c1	·	3	?	1%	21%	-7	6%	?	-47%[inhibitor]
16	Cc1cc(C(=O)N2CCC(Cc3ccccc3)CC2)ccc1[N+](=O)[O-]	-6%	7	?	-21%	-1%	-13	-11%	?	i
17	CCN(CC)S(=O)(=O)c1ccc(N2CCOCC2)c(NC(=O)c2cc3ccccc3o2)c1	-8%	3	-21%	-9%	-5%	42	-6%	35µM*	-23%
18	CC1CCCCN1Cc1nc2c(c(=O)n(C)c(=O)n2C)n1CCCc1ccccc1 (stereo not drawn)	14%	1	?	11%	1%	1	1%	-6%	3%
19	O=C(Nc1ccc(Cl)cc1C(=O)NCCN1CCOCC1)c1ccco1	7%	-13	-12%	7%	9%	21	1%	-20%	-2%[57.5 µM]
20	O=C(COC(=O)c1ccccc1Cc1ccccc1)NC1CCS(=O)(=O)C1 (stereo not drawn)	22%	2	·	-16%	5%	-24	-7%	-2%	-6%
21	Cc1cc(C)n2nc(C(=O)N/N=C/c3cccc(Cl)c3)nc2n1	1%	-2	25%	5%	7%	5	-1%	-5%	-9%
22	Cc1nc(NC(=O)CSc2nnc(C)n2CC2CCCO2)sc1C (stereo not drawn)	6%	4	1%	6%	-6%	0	4%	2%	-17%[57.5 µM]
23	CCOC(=O)C1(C)CCCCN1C(=O)c1ccco1 (stereo not drawn)	-7%	1	4%	0%	-2%	0	-1%	20%	-24%
24	Cc1nnc(SCC(=O)NC(=O)NCCC(C)C)s1	4%	-4	-3%	12%	7%	-19	-5%	-21%	i
25	CCn1ncc(NC(=O)Nc2cccc(C(F)(F)F)c2)c1C(N)=O	-9%	-19	28%	-4%	1%	-7	0%	-8%	-23%[57.5 µM]
26	O=C(NC(=S)N1CCCCCC1)c1ccccc1	0%	3	7%	35%[activator]	5%	2	-4%	1%	i
27	COc1cccc(-c2ccc3c(N)c(C(=O)c4ccc(Cl)cc4)sc3n2)c1	88%[activator]	-2	?	?	-1%	·	·	7%	i
28	CN(CC(=O)Nc1ccccc1Cl)C(=O)COC(=O)c1ccc(C(F)(F)F)cc1	3%	-7	0%	-15%	1%	-26	2%	9%	-14%
29	COc1ccc(NC(=O)CSc2nnc(Cn3c(=O)sc4ccccc43)n2C)c(OC)c1	-6%	5	-13%	-9%	5%	4	0%	4%	-25%
30	COC(=O)[C@@H](c1ccccc1)N(C)S(=O)(=O)c1cccc(S(=O)(=O)N(C)[C@@H](C(=O)OC)c2ccccc2)c1	22%	0	0%	-20%	1%	6	-4%	-12%	-33%[inhibitor]
31	COc1cc(C(=O)NCC(C)(C)CNC(=O)c2cc(OC)c(OC)c(OC)c2)cc(OC)c1OC	13%	11	-8%	36%[activator]	11%	25	5%	11%	-13%
32	Cc1ccc(-c2nc3c(Cl)cc(C(F)(F)F)cn3c2Cc2cccc(F)c2)cc1	-2%	3	-2%	10%	1%	3	10%	11%	-23%
33	CCCOc1ccc(C(=O)NCC(c2cccs2)N(C)C)cc1 (stereo not drawn)	-1%	-3	-23%	-11%	3%	-2	1%	10%	-36%[inhibitor]
34	C=CCOc1ccc(/C=C2\SC(=S)N(NS(=O)(=O)c3ccccc3)C2=O)cc1	?	10	9%	?	-1%	2	10%	-3%	i
35	C=CCNc1nc2c(c(=O)[nH]c(=O)n2C)n1CCCc1ccccc1	0%	2	-2%	67%[activator]	5%	8	-4%	12%	-9%
36	Cc1ccc(C(=O)Nc2onc(C)c2C#N)cc1	6%	-2	?	-2%	4%	11	0%	1%	-17%
37	Cc1ccc(C)c(OCCCC(=O)NC2CCCCC2)c1	0%	7	7%	?	9%	11	2%	8%	i
38	CCC(=O)N1CC2(CC(c3cccc([N+](=O)[O-])c3)=NO2)C[C@H]1C(=O)NCC(N)=O (stereo partly drawn)	0%	-23	0%	7%	-2%	-23	-1%	8%	i
39	N#CCCn1cc(C(CC(=O)c2ccccc2)C(=O)O)c2ccccc21 (stereo not drawn)	1%	2	15%	7%	0%	0	4%	9%	-33%
40	CC(=O)N=c1sccn1CC(=O)c1ccc([N+](=O)[O-])cc1	3%	-22	-19%	0%	-15%	9	-3%	-11%	-11%[57.5 µM]
41	CCOC(=O)C1CCCN(CCC(=O)Nc2ccc(C)c(C)c2)C1 (stereo not drawn)	-8%	-10	-20%	?	11%	?	0%	-8%	i
42	Cc1nc2c(c(C)c1CCC(=O)NCc1ccc(F)cc1)c(=O)n(C)c(=O)n2C	4%	2	?	10%	-1%	·	·	3%	i
43	Cc1ccc(C)c(CN2C(=O)c3ccccc3S(=O)c3ccc(C(=O)NCCC4=CCCCC4)cc32)c1 (stereo not drawn)	0%	-11	4%	-2%	-2%	·	·	-3%	-18%
44	COc1ccc(N2CCN(c3oc(COc4ccccc4Cl)nc3C#N)CC2)cc1	-17%	9	-10%	0%	3%	21	3%	5%	i
45	COC(=O)c1ccc2nc(-c3ccc(F)cc3)c(Cc3cccc(Cl)c3)n2c1	2%	5	?	?	3%	57	?	?	-20%
46	CCN1C(=O)C2(C(C#N)=C(N)Oc3n[nH]c(COC)c32)c2ccccc21 (stereo not drawn)	42%[activator]	6	-2%	20%	18%	5	3%	-10%	i
47	CC(C)(C)c1ccc(C(=O)c2c[nH]c(C(=O)NCc3ccco3)c2)cc1	1%	1	-23%	1%	-8%	0	4%	17%	i
48	COc1ccc(-c2ccc(CN3C(C(C)C)C(=O)N(Cc4cn(CCC5OCCCO5)nn4)CCS3(=O)=O)cc2)cn1 (stereo not drawn)	2%	1	?	20%	13%	0	-1%	24%	-53%[inhibitor]
49	COc1ccc(-c2noc(CNC(=O)Nc3ccc(F)cc3)n2)cc1	3%	-4	?	?	11%	-10	-6%	4%	i
